Assay outcomes: PubChem BioAssay, several laboratories
BoNT F protease: BoNT/F light chain protease inhibitors, primary screen, biochemical, flow cytometry, MLPCN library; Multiplex microsphere protease cleavage assay; inhibition, % at 10 µM; 360,000 tested, 0.22% active; AID 588497, 2011; in the data active = inhibition above about 35%, passing the limit was not always enough; inconclusive = no clear call, values can overlap the other calls; note: plate controls were buffer without enzyme for full effect and enzyme alone for no effect
Rv3671c inh: Rv3671c serine protease inhibitors, primary screen, biochemical, fluorescence polarization, M. tuberculosis H37Rv; P9WHR9; inhibition, % at 5.96 µM; 320,000 tested, 0.048% active; in the data active = inhibition above about 38%;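 note: extracellular domain of Rv3671c used as enzyme; 0% = enzyme with DMSO and 100% = no enzyme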
CCHF vOTU inh: CCHFV vOTU protease inhibitors, primary screen, biochemical, Pep-AMC substrate, fluorescence; Crimean-Congo hemorrhagic fever virus L polyprotein viral ovarian tumor (vOTU) protease …; inhibition, % at 11.5 µM; 370,000 tested, 0.55% active; AID 651958, 2012; in the data active = inhibition above about 30%; note: 0% = vehicle wells with enzyme and 100% = no enzyme wells
PrPC TRFRET: inhibitors of human cell surface prion protein PrPC, primary screen, cell-based, TR-FRET; inhibition, % at 13.8 µM; 370,000 tested, 0.43% active; AID 720596, 2013; TR-FRET read-out; in the data active = inhibition above about 24%; note: 0% = median of the test wells and 100% = reference compound wells
PriA SSB inh: inhibitors of Klebsiella pneumoniae PriA binding to SSB C-terminal tail, primary screen, biochemical, AlphaScreen; AID 1272365, 2023; inhibition, % at 33 µM; AlphaScreen SSBct-PriA binding, biotinylated peptide; 430,000 tested, 0.6% active; in the data active = inhibition mostly above about 37%, no sharp cut-off; inactive = mostly below about 20%;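 note: plate controls were negative control peptide for no effect and reference peptide for full effect; strong numbers were not always called active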
DUSP3 inh: VHR1 phosphatase inhibitors, primary screen, biochemical, absorbance, uHTS. Dual specificity protein phosphatase 3 (Homo sapiens), P51452. 290,000 tested, 0.52% active. inhibition, % at 13.3 µM. recombinant VHR phosphatase, pNPP absorbance; in the data active = inhibition above about 50%; note: some compounds called inactive have numbers as strong as hits
BoNT A protease: BoNT/A light chain protease inhibitors, primary screen, biochemical, flow cytometry, MLPCN library; multiplex microsphere protease substrate cleavage; inhibition, % at 10 µM; 360,000 tested, 0.17% active; AID 588499, 2011; note: plate controls were buffer without enzyme for full effect and enzyme alone for no effect
Anthrax LF prot: Bacillus anthracis LF protease inhibitors, primary screen, biochemical, multiplex microsphere, MLPCN library; Lethal factor (Bacillus anthracis), P15917; inhibition, % at 10 µM; 360,000 tested, 0.12% active; multiplex microsphere protease cleavage assay; note: plate controls were buffer without enzyme for full effect and enzyme alone for no effect
Target sequence (P15917 whole entry, looked up): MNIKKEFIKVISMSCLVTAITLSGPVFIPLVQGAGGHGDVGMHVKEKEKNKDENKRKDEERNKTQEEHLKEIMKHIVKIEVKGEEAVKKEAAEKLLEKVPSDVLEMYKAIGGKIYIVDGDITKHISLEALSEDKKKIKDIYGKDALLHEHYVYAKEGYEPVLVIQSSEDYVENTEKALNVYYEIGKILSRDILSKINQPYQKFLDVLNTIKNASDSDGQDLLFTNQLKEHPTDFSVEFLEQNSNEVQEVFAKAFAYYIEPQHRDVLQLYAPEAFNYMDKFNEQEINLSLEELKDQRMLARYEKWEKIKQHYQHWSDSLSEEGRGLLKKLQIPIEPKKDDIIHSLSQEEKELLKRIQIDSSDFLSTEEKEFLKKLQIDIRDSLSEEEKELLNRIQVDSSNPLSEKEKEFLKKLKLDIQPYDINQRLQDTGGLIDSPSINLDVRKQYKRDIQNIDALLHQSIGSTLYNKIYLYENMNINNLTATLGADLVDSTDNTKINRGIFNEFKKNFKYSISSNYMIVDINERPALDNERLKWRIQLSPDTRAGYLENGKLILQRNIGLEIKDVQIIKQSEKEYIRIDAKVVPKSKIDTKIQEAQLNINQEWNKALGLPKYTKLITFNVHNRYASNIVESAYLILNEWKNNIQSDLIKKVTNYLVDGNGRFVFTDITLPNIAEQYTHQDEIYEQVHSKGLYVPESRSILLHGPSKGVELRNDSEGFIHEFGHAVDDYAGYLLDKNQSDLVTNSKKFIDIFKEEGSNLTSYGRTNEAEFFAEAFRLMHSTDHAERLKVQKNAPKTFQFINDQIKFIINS
3CLpro inhibitor: SARS-CoV 3CLpro protease inhibitors, primary screen, biochemical, quenched FRET. Replicase polyprotein 1ab (Severe acute respiratory syndrome coronavirus), P0C6X7. recombinant SARS-CoV 3CLpro, quenched FRET peptide cleavage. inhibition, % at 6 µM. 290,000 tested, 0.14% active. AID 1706, 2009; in the data active = inhibition above about 12%
MazF activator: activators of E. coli MazEF toxin-antitoxin RNase, primary screen, biochemical, fluorescence, uHTS; Endoribonuclease toxin MazF (Escherichia coli (strain K12)), P0AE70; FAM/BHQ RNA-DNA oligo cleavage fluorescence, 5 h; activation, % at 20 µM; 350,000 tested, 0.32% active; in the data active = activation above about 50%
Target sequence (P0AE70 whole entry, looked up): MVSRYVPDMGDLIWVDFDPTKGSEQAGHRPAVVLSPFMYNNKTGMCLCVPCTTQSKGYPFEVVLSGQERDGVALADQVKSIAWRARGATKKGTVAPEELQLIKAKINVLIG
An asterisk follows results filed as active; ? = inconclusive; . = not tested or not shown. Cut-off read from the data, not from the text of the source, unless noted: active = inhibition above about 30%; inconclusive = no clear call, values can overlap the other calls; inactive = below that. A portion of the library, so the mix of outcomes need not match the whole.

(1) c1ccc(NNC2=NCCCCC2)cc1
(2) Cc1ccc(S(=O)(=O)c2nc(-c3ccccc3)oc2NCCN2CCOCC2)cc1
(3) CCNS(=O)(=O)c1cc(OC)ccc1OC
(4) COc1cccc(CC2(CO)CCCN(Cc3cnn(-c4ccccc4)c3)C2)c1 (centres undefined)
(5) O=C(c1ccc(S(=O)(=O)c2ccccc2)cc1)N1CCCCCC1
(6) O=C(Nc1cccnc1)c1ccc(Cl)c(S(=O)(=O)N2CCOCC2)c1
(7) Cc1ccc(NC(=O)c2ccc3c(c2)CCN3S(C)(=O)=O)cc1C
(8) COCCN(C(=O)CN1CCCc2ccccc21)c1c(N)n(Cc2ccccc2)c(=O)[nH]c1=O
screen / no.	1	2	3	4	5	6	7	8
BoNT F protease	-28	-4	-4	0	-6	-3	15	?
Rv3671c inh	-6	-2	1	-5	5	-2	-14	-2
CCHF vOTU inh	-6	4	13	5	4	5	-13	8
PrPC TRFRET	7	5	-1	-1	1	-3	1	1
PriA SSB inh	-22	-8	-22	9	-5	0	8	-10
DUSP3 inh	6	6	17	4	-4	12	17	24
BoNT A protease	0.7	-0.1	-0.1	0.4	-0.5	0.2	-0.2	?
Anthrax LF prot	-16	-2	-6	-1	1	0	2	?
3CLpro inhibitor	-5	7	3	-4	-4	3	7	4
MazF activator	-11	1	-2	4	-2	3	2	0

(9) CC1(C(=O)Nc2cccc3c2CCCC3)CCN1C(=O)C1(c2ccccc2)CC1 (centres undefined)
(10) CCN(C(=O)COC(=O)C(C)(C)Oc1ccc(Cl)cc1)c1c(N)n(Cc2ccccc2)c(=O)[nH]c1=O
(11) CNC(=S)NNC(=O)c1cccc(N(C)C)c1
(12) CCCCN(C1CCS(=O)(=O)C1)S(=O)(=O)c1cccs1 (centres undefined)
(13) Cc1ccc(OCCNC(=O)c2cccc(C)c2)cc1
(14) CC(=O)Nc1cccc(CP(=O)(c2ccccc2)c2ccccc2)c1
(15) NS(=O)(=O)c1cccc(NC(=O)Nc2ccc(Cl)cc2)c1
(16) COc1ccc(CN2CCN(Cc3ccccc3F)CC2)cc1
screen / no.	9	10	11	12	13	14	15	16
BoNT F protease	-6	-2	-8	2	.	15	-8	-15
Rv3671c inh	.	.	2	-9	0	1	-28	0
CCHF vOTU inh	-2	3	-2	-6	3	-12	0	-13
PrPC TRFRET	1	-7	4	3	7	4	6	4
PriA SSB inh	.	-18	-10	9	-6	-20	-3	-11
DUSP3 inh	.	.	28	.	20	8	-2	-28
BoNT A protease	-0.4	0.0	-0.5	-1.3	.	0.8	-1.3	0.6
Anthrax LF prot	-2	-4	-6	-4	.	2	-5	9
3CLpro inhibitor	.	.	2	.	-4	-4	4	4
MazF activator	.	4	-6	-2	2	-3	9	8

(17) COc1ccc(-c2cc(-c3ccccc3)nc(SC(C)C(=O)O)c2C#N)cc1 (centres undefined)
(18) O=C(CC(=O)c1cccnc1)c1ccccc1
(19) CCC(C)N1C(=O)NC(=O)C2(Cc3cc(C)ccc3N(C)C2)C1=O (centres undefined)
(20) Cc1cc(Cl)ccc1NNC(=O)c1snnc1C
(21) Cc1occc(=O)c1OCc1ccc(Cl)cc1Cl
(22) CC(=NCCC1=CCCCC1)c1c(O)[nH]c(=O)[nH]c1=O
(23) O=S(=O)(c1ccc2nc(Cc3ccccc3)[nH]c2c1)N1CCOCC1
(24) Cc1cc(C)n(-c2ncc(-c3ccccc3)nn2)n1
screen / no.	17	18	19	20	21	22	23	24
BoNT F protease	-30	-11	-17	?	-14	-4	-2	-32
Rv3671c inh	-6	.	-6	-12	-7	-3	7	-1
CCHF vOTU inh	10	14	0	-6	20	1	-1	-1
PrPC TRFRET	-2	-3	-1	16	-10	23	6	-16
PriA SSB inh	0	-6	3	-10	-13	-10	-16	-6
DUSP3 inh	-8	.	12	19	36	21	24	0
BoNT A protease	-3.5	-0.5	-0.6	?	1.9	-0.2	-0.6	-1.3
Anthrax LF prot	-6	-1	-6	0	-2	-2	5	4
3CLpro inhibitor	9	.	2	7	2	-1	-10	1
MazF activator	-4	1	6	-3	-20	3	5	8

(25) COc1ccc(CNC(=O)CSCc2ccccc2Cl)cc1
(26) O=C1CC(c2ccc(O)c(O)c2)Oc2cc(O)cc(O)c21 (centres undefined)
(27) CC(=O)c1sc(Nc2ccccn2)nc1C
(28) Cc1ccc(OP2(=O)Nc3cc(C)c(C)cc3S2)cc1 (centres undefined)
(29) COc1cccc(/C=C/C(=O)N(C)CC(=O)Nc2ccc(Cl)c(C(F)(F)F)c2)c1
(30) CCCCn1c(-c2ccc(Cl)c(Cl)c2)nc2cc3[nH]c(=O)c(C(C)C)nc3cc21
(31) Cc1oc(C)c2c(=O)ccc3c(c12)OC(N)=C(C#N)C3c1ccccc1 (centres undefined)
(32) O=C(NC1CCCCCC1)c1ccc(OCC2CCCO2)cc1 (centres undefined)
screen / no.	25	26	27	28	29	30	31	32
BoNT F protease	-2	-10	9	0	.	-2	-17	-3
Rv3671c inh	-1	-10	-4	.	-10	-11	-3	-2
CCHF vOTU inh	0	-1	25	-12	1	-2	14	-4
PrPC TRFRET	-5	-1	8	-6	-3	-7	-10	1
PriA SSB inh	-25	4	-20	18	-5	-7	-3	-11
DUSP3 inh	-1	-17	14	.	.	-3	-2	-3
BoNT A protease	-0.2	-0.4	0.7	-0.6	.	8.0	3.4	-0.6
Anthrax LF prot	2	-10	2	-10	.	0	3	0
3CLpro inhibitor	1	.	-6	.	.	2	2	2
MazF activator	-3	3	-4	-7	-3	1	106*	0

(33) CCOC(=O)C1CCN(Cc2ccc(OC)cc2OC)CC1
(34) Cc1c(CC(=O)N2C[C@H]3C[C@@H](C2)c2cccc(=O)n2C3)c(=O)oc2cc(O)c(Cl)cc12
(35) O=C(Nc1ccccc1Oc1cccnc1)C1CCCN(Cc2cccc(Cl)c2)C1 (centres undefined)
(36) CC(C)(C)c1ccc(CC(=O)N2CCC2(C)C(=O)NS(=O)(=O)c2ccc(Cl)s2)cc1 (centres undefined)
(37) O=C(c1ccc([N+](=O)[O-])cc1)N1CCN(Cc2ccccc2)CC1
(38) CCN1CCc2c(OCC(=O)N3CCCc4ccccc43)cccc2C1=O
(39) Cc1ccc(C)c(NS(=O)(=O)c2cc(C(=O)NCCC3=CCCCC3)ccc2C)c1
(40) CCOc1ccccc1C(=O)NCC(=O)OCC(=O)NCCc1ccc(S(N)(=O)=O)cc1
screen / no.	33	34	35	36	37	38	39	40
BoNT F protease	-13	-20	6	-7	-1	-1	4	0
Rv3671c inh	7	-11	-9	.	8	10	-23	5
CCHF vOTU inh	-10	-286	-1	17	-7	3	2	13
PrPC TRFRET	-13	-5	1	7	-23	2	15	-4
PriA SSB inh	-9	.	-4	.	-16	1	2	-6
DUSP3 inh	-5	12	-9	.	-15	15	-7	-7
BoNT A protease	-0.5	-0.3	3.2	-0.8	-0.4	-0.3	-0.2	-0.1
Anthrax LF prot	-6	-9	-2	-3	-4	-5	2	2
3CLpro inhibitor	0	0	-1	.	-1	2	3	-2
MazF activator	6	6	9	.	0	3	-1	-4

(41) Cc1ccc(-n2c(O)c(C=NC3CCS(=O)(=O)C3)c3ccccc3c2=O)cc1C (centres undefined)
(42) CC(C)c1ccc(/C=C/C(=O)Nc2nncs2)cc1
(43) O=[N+]([O-])c1ccc(N2CCN(S(=O)(=O)c3ccccc3[N+](=O)[O-])CC2)cc1N1CCc2ccccc2C1
(44) CCOC(=O)c1ccc(S(=O)(=O)NCCN2CCOCC2)cc1
(45) O=C(NCc1nc2ccccc2[nH]1)C1=C[C@@H](c2ccccc2)C[C@@H](OCc2ccc(CO)cc2)O1
(46) CCOC(=O)c1c(C)[nH]c(C(=O)OCC(=O)Nc2ccc(OCC)cc2)c1C
(47) Cc1cc(C)nc(N2CCCC(C(=O)Nc3nnc(C)s3)C2)n1 (centres undefined)
(48) Cc1ccc(-c2nnc(SCC(=O)NNC(=O)COc3ccccc3C)n2C)cc1
screen / no.	41	42	43	44	45	46	47	48
BoNT F protease	-1	0	18	-1	-1	2	9	2
Rv3671c inh	10	2	-4	-8	-8	-10	11	2
CCHF vOTU inh	9	-8	9	-8	2	3	0	-16
PrPC TRFRET	0	18	2	9	-10	3	0	8
PriA SSB inh	3	-16	-15	-19	-2	-3	-25	-18
DUSP3 inh	6	1	3	4	28	-6	20	5
BoNT A protease	0.5	0.0	1.8	-1.0	0.1	-0.2	0.2	0.4
Anthrax LF prot	3	2	-1	-1	2	4	-2	-2
3CLpro inhibitor	0	-1	0	-1	-1	6	-3	6
MazF activator	8	6	6	-3	-1	-19	6	9

(49) CC(C)OCCCNC(=O)c1ccc(Br)cc1
(50) CCOc1ccc(CC(=O)N2CCC3(CC2)NCCc2[nH]cnc23)cc1
(51) CCN1CCc2c(sc(NC(=O)Nc3ccc(Cl)c(Cl)c3)c2C(N)=O)C1
(52) Clc1cc(Cl)cc(C2=NC(Cc3ccccc3)CO2)c1 (centres undefined)
(53) OC[C@@H](O)C1OC2NC(=S)OC2C1O (some centres undefined)
screen / no.	49	50	51	52	53
BoNT F protease	3	-3	-2	4	1
Rv3671c inh	5	5	10	-5	0
CCHF vOTU inh	.	23	-13	4	-17
PrPC TRFRET	.	-4	3	-2	4
PriA SSB inh	-8	-2	-29	-64	-3
DUSP3 inh	17	29	2	.	15
BoNT A protease	2.1	0.7	5.5	0.6	-0.9
Anthrax LF prot	2	2	0	6	-3
3CLpro inhibitor	-1	3	-5	.	-3
MazF activator	8	5	-19	-2	-6
